EP2 modulator – EP2 receptor (human) modulation | hit rate 0.83% among 260,000 | P43116 | induction, % at 25 µM | EP2-expressing cells, cAMP HTRF FRET, PGE2 co-stimulation;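 active means compounds whose cAMP rise, as percent of the full-agonist control response, exceeds 60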;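 further: rat C6 glioma line stably carrying human EP2 under a CMV promoter; the protocol text gives 20 µM as final concentration; 100% = response of wells given 1 µM PGE2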
Target sequence (P43116 whole entry, looked up): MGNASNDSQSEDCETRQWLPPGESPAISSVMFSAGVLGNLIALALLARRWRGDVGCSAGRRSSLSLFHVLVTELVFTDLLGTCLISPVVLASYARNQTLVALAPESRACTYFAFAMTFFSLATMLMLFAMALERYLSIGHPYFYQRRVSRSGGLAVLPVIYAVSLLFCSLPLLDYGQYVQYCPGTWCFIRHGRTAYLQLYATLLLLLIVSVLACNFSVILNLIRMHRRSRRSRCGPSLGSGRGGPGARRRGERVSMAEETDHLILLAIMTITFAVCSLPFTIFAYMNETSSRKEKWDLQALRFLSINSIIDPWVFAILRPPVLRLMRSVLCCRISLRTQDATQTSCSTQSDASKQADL
EP2 antag – EP2 receptor (human) inhibition | P43116 | C6 glioma cells expressing human EP2, cAMP TR-FRET; cells stimulated with saturating PGE2 | inhibition, % at 25 µM | hit rate 0.52% among 260,000 | AID 1422;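 active means percent inhibition above 40 after rounding to a whole number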;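 further: rat C6 glioma host cells with rolipram phosphodiesterase inhibitor present; the protocol text gives 20 µM as final concentration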
Rad51 HR inh – blocks human Rad51 in homologous recombination. Q06609. hRad51 DNA strand exchange, fluorescence dequenching. inhibition, % at 10 µM. hit rate 0.085% among 200,000;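 active means inhibition above 40% at the single screening dose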;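 further: 0% = DMSO control wells and 100% = blanks with heterologous ssDNA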
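Assay system: Human Rad51 nucleoprotein filaments preassembled on unlabelled ssDNA | Reagent: Donor/quencher-labelled 47-bp dsDNA substrate | Doses: One concentration, 10 µM final | Times: 37 °C 15-min filament assembly, 30-min compound preincubation, 15-min exchange | Technique: Fluorescein emission 520 nm, excitation 485 nm | Benchmarks: Plate control and blank wells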
zVAD death inh – blocks zVAD induced death of L929 cells. AID 1377. L929 zVAD necroptosis rescue, ATP luminescence, 24 h; with zVAD 60 µM. viability rescue, % at 10 µM. hit rate 0.38% among 220,000;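 active means activation, scaled between plate controls, above about 75%, limit read from the data; inactive means activation under that limit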;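 further: 0% = zVAD with DMSO and 100% = DMSO alone without zVAD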
Hck Nef HTS – inhibitors of human Hck kinase activated by Nef | inhibition, % at 20 µM | hit rate 0.68% among 220,000 | Recombinant Hck-YEEI plus Nef, Z-Lyte FRET kinase assay;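 active means Hck-Nef kinase inhibition above about 50%, limit read from the data; inactive means inhibition below that limit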;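 further: 0% = DMSO with Hck plus Nef and 100% = Hck alone without Nef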
Target sequence (P08631 whole entry, looked up): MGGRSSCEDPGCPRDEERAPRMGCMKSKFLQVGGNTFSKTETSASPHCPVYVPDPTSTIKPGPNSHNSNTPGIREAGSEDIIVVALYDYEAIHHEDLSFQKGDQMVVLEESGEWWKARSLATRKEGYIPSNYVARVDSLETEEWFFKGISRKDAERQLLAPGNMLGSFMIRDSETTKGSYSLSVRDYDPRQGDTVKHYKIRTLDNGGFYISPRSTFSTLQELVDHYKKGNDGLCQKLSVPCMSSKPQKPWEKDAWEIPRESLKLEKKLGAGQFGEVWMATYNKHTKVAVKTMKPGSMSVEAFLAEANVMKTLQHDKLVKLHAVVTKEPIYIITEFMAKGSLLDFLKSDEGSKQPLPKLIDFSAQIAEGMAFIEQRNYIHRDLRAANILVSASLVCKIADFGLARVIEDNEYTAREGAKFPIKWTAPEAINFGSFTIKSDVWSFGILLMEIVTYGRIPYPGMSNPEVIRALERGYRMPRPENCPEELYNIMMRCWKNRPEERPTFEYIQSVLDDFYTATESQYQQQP
14-3-3 Bad inh – disrupts binding of bovine 14-3-3 zeta to phospho-Bad peptide; hit rate 0.71% among 220,000; TR-FRET 14-3-3zeta/Dy647-pBad peptide displacement, 1 h; inhibition, % at 21.7 µM; P63103;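 active means inhibition above about 70%, limit read from the data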;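 further: 0% = full 14-3-3 plus peptide FRET controls and 100% = background without 14-3-3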
Calpain2 inh – inhibitors of pig calpain II. purified calpain II, fluorogenic peptide substrate, 30 min. inhibition, % at 16 µM. hit rate 0.37% among 220,000. AID 1236;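 active means inhibition above about 50%, limit read from the data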
TbHK1 inh – T. brucei hexokinase 1 inhibition | recombinant TbHK1, G6PDH-coupled NADH A340 | inhibition, % at 10 µM | hit rate 0.11% among 220,000 | AID 1430;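 active means inhibition of 50% or more in the single-dose primary screen; inactive means inhibition below 50%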
eIF4E-4G inh – eIF4E/eIF4G interaction inhibition in translation initiation | hit rate 0.37% among 220,000 | TR-FRET eIF4E-eIF4GI(517-606) binding, 2 h | P63073+Q04637 | inhibition, % at 21.7 µM;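 active means inhibition above about 30%, limit read from the data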;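 further: 0% = full FRET control wells and 100% = background wells lacking eIF4GI fragment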
Active calls of the source: *; · = no result given; [ ] = dose if it differs, or a comment. Not all compounds are listed; rates above refer to the full screens.

SMILES | EP2 modulator | EP2 antag | Rad51 HR inh | zVAD death inh | Hck Nef HTS | 14-3-3 Bad inh | Calpain2 inh | TbHK1 inh | eIF4E-4G inh
COc1ccc(-c2c(C#N)c(N)nc3c2CCCCCC3)cc1OC | 43.7 | 15.6 | · | -0.3 | -2.1 | -3.5[fluorescence artefact?] | -91.4 | -7.8 | -17.2
CC(C)NS(=O)(=O)c1ccc(OCC(=O)Nc2cccc(F)c2)cc1 | -8.8 | 7.0 | -5.4 | 0.6 | -6.7 | 2.0 | 23.6 | -0.1 | -0.3
O=C(N1CCOCC1)C1(c2ccc(Cl)cc2)CCCC1 | 19.4 | 19.1 | 1.0 | 0.8 | 5.5 | -5.6 | 4.2 | -5.7 | 5.7
O=C1C2ON(c3ccccc3)C(c3cccnc3)C2C(=O)N1Cc1ccccc1 (stereo not drawn) | -35.8 | 5.6 | -3.6 | 0.8 | 1.9 | -5.5 | -24.2 | 3.4 | 6.8
COc1ccccc1-c1nnc(SCC(=O)N2CCC(C)CC2)o1 | 27.1 | 6.2 | 10.2 | -0.7 | 0.7 | -1.4 | 18.0 | -5.7 | -2.2
CC(C)CCN(C(=O)CNC(=O)c1ccco1)C(C(=O)NC1CCCCC1)c1ccco1 (stereo not drawn) | 9.2 | 20.2 | -4.9 | -0.3 | 0.9 | 5.2[fluorescence artefact?] | -1.1 | 11.6 | 1.2[fluorescence artefact?]
CC(=O)NNc1nc(-c2ccc(NC(C)=O)cc2)cs1 | -1.3 | 9.9 | -8.0 | 2.5 | 4.0 | 6.2[fluorescence artefact?] | 8.8 | -4.0 | -7.6
COc1ccc(CNC(=O)Oc2ccccc2)cc1Cl | 3.7 | 12.8 | -3.6 | -0.1 | 0.7 | 6.9 | 7.2 | 4.2 | 15.9
NCCc1nnc(SCC(=O)c2ccc(Cl)cc2)o1 | 4.3 | 9.6 | · | 0.1 | 20.1 | 1.4 | -10.0 | -7.7 | 2.1
O=S(=O)(c1ccccc1F)N(Cc1ccco1)Cc1nnc(-c2ccccc2Br)o1 | 20.8 | 9.7 | 6.0 | 0.3 | 0.2 | -0.7 | 21.3 | 6.4 | -2.3
O=C(Nc1nc(-c2ccccc2)c(-c2ccccc2)s1)c1ccc(S(=O)(=O)N2CCCC2)cc1 | 26.9 | · | · | 2.3 | -0.4 | -47.4[fluorescence artefact?] | 4.2 | -20.4 | -46.6[fluorescence artefact?]
O=c1c2ccccc2nc(-c2ccccc2)n1Cc1ccco1 | 41.8 | 0.9 | -31.1 | -0.1 | 1.9 | -10.1 | -15.0 | 3.5 | -8.4
COc1cccc(CN2CCNC(=O)C2CC(=O)NCCc2cccc(C)n2)c1OC (stereo not drawn) | -17.7 | 2.1 | 11.0 | 0.6 | 21.5 | -7.9 | -14.7 | -5.3 | -4.5
Cc1ccc2c(c1)[nH]c1c(N3CCN(Cc4ccccc4)CC3)ncnc12 | -44.2 | 7.1 | 0.2 | 5.5 | 2.2 | -5.4[fluorescence artefact?] | -84.3 | -19.6 | 5.6[fluorescence artefact?]
O=C(Cn1ncc2c(=O)oc3ccccc3c21)NCCCN1CCCC1=O | 25.0 | 0.3 | 1.2 | 0.3 | 19.1 | 10.0 | -13.7 | -3.2 | 0.3
O=C(CSCc1ccc(Br)cc1)NC1CC1 | 1.4 | 12.9 | 11.0 | 4.0 | -0.8 | 1.7 | 5.8 | -3.8 | 1.9
CN(C)S(=O)(=O)c1ccc(Cl)c(NC(=O)CN2C(=O)NC(C)(C3CC3)C2=O)c1 (stereo not drawn) | -1.8 | 6.6 | -14.3 | -1.1 | -2.8 | -2.4 | -1.8 | -1.4 | -15.4
CCOC(=O)c1cnc2c(C#N)c(C)nn2c1-c1ccccc1 | -39.9 | 13.3 | -2.8 | 0.1 | 2.9 | 4.0 | -28.8 | -17.2 | 1.2
COc1cccc(NC(=O)NCc2ccccc2F)c1 | -42.3 | 7.6 | 15.3 | 0.4 | 8.2 | -3.8 | 16.0 | 1.9 | 0.8
CCOc1cc(/C=N/Nc2cc(C)nc(-n3nc(C)cc3C)n2)ccc1O | -32.4 | 6.6 | 7.3 | 2.0 | 21.0 | 9.1 | -21.0 | -55.9 | 3.8
Cn1c(N)c(C(=O)COC(=O)c2ncc(Cl)c(Cl)c2Cl)c(=O)n(C)c1=O | -17.8 | 11.8 | 19.5 | 66.8 | 25.0 | -14.4 | 61.9* | -2.5 | 3.8
Cc1[nH]c2ccccc2c1CN1CCC(Cc2ccccc2)CC1 | -48.7 | 6.5 | 33.4 | 6.3 | -1.9 | 34.6 | 3.3 | 3.0 | -0.5
COc1cc(CCC(=O)OCC(=O)Nc2nc(C)c(Cl)cc2Cl)cc(OC)c1OC | 1.6 | 7.8 | 1.4 | -0.4 | 7.4 | -16.2[fluorescence artefact?] | -13.3 | 1.2 | 2.1[fluorescence artefact?]
CN(C)C(=O)CSc1nc(SCC(=O)N(C)C)n(-c2ccccc2)n1 | 13.7 | 8.6 | 3.8 | -1.0 | 1.5 | -5.2 | -7.5 | 3.9 | 9.0
COc1ccc(Cn2nnnc2C(c2ccc3ncccc3c2)N2CCN(C3CCCCC3)CC2)cc1 (stereo not drawn) | -26.8 | 3.9 | -2.5 | 0.1 | 22.9 | -4.4 | -2.0 | 0.7 | 3.1
CC1=C(C(=O)Nc2ccccc2)C(c2ccncc2)C(C#N)=C(SCC(=O)NC2CC2)N1 (stereo not drawn) | 7.9 | 11.5 | -12.8 | 0.6 | -0.2 | -13.7 | -38.1 | -15.8 | 2.1[fluorescence artefact?]
Cc1ccc(C(=O)c2ccc(N3CCN(C)CC3)c([N+](=O)[O-])c2)cc1 | -42.0 | 11.3 | · | -0.1 | -1.1 | 4.7 | 21.5 | -14.9 | -3.7
CCCCC(=O)Nc1ccc(NC(=O)c2ccc([N+](=O)[O-])cc2Cl)cc1OC | -16.7 | 8.5 | 2.4 | 0.6 | 1.2 | -3.3 | -6.8 | 11.1 | 5.5
O=C(CC1NCCNC1=O)OCCCc1ccccc1 (stereo not drawn) | -2.9 | 14.9 | -5.8 | 1.0 | 5.6 | 1.8 | -26.0 | 6.8 | 1.8[fluorescence artefact?]
COc1ccc(N(CC(O)Cn2c(C)nc3ccccc32)S(=O)(=O)c2ccc(C)cc2)cc1 (stereo not drawn) | 25.9 | 19.7 | · | 1.1 | 4.1 | 1.2 | -6.4 | -21.6 | 1.0

A section of the results above, for reference:
SMILES | EP2 modulator | EP2 antag | Rad51 HR inh | zVAD death inh | Hck Nef HTS | 14-3-3 Bad inh | Calpain2 inh | TbHK1 inh | eIF4E-4G inh
Cn1c(N)c(C(=O)COC(=O)c2ncc(Cl)c(Cl)c2Cl)c(=O)n(C)c1=O | -17.8 | 11.8 | 19.5 | 66.8 | 25.0 | -14.4 | 61.9* | -2.5 | 3.8
Cc1[nH]c2ccccc2c1CN1CCC(Cc2ccccc2)CC1 | -48.7 | 6.5 | 33.4 | 6.3 | -1.9 | 34.6 | 3.3 | 3.0 | -0.5
COc1cc(CCC(=O)OCC(=O)Nc2nc(C)c(Cl)cc2Cl)cc(OC)c1OC | 1.6 | 7.8 | 1.4 | -0.4 | 7.4 | -16.2[fluorescence artefact?] | -13.3 | 1.2 | 2.1[fluorescence artefact?]

Following part
SMILES | EP2 modulator | EP2 antag | Rad51 HR inh | zVAD death inh | Hck Nef HTS | 14-3-3 Bad inh | Calpain2 inh | TbHK1 inh | eIF4E-4G inh
O=C(NCCC1=CCCCC1)C(=O)NCC(c1ccco1)N1CCN(c2ccc(F)cc2)CC1 (stereo not drawn) | 13.1 | 8.3 | -1.4 | 0.5 | 4.1 | 0.6 | 6.0 | 19.2 | 8.4[fluorescence artefact?]
Cc1ccc(C)n1CCN1CCN(C(=O)CSc2nc3ccccc3nc2N2CCOCC2)CC1 | -22.9 | 10.3 | -3.2 | 0.3 | 0.8 | -2.6 | -39.7 | -19.3 | -12.8
O=C1CCC(=O)c2oc3ccccc3c2N1 | 15.5 | 4.9 | 2.4 | 1.4 | 2.4 | 0.8 | -5.9 | -33.7 | -10.3
C/C(=N/NC(=O)C1COc2ccccc2O1)c1ccc(Br)s1 (stereo not drawn) | 56.5 | 7.2 | · | 0.7 | 22.8 | 0.6 | -16.4 | -12.2 | 97.9*
O=C(CCn1nc(-c2ccc(Cl)cc2)ccc1=O)NCCCN1CCCCCC1 | 4.1 | 12.3 | 3.5 | 0.0 | -0.8 | 19.1 | -23.3 | -8.4 | -6.8
C/C(=N\NC(=S)NC(C)C)c1ccc(C(C)(C)C)cc1 | 8.1 | 8.2 | -2.9 | 51.9 | -29.0 | -4.7 | 6.3 | -9.3 | 0.1
COc1cc(/C=N/N=C2\CC3CCC2(C)C3(C)C)ccc1O (stereo not drawn) | -11.1 | · | · | -0.1 | 9.6 | 0.7 | -20.3 | -27.8 | 2.4
CCOc1ccc(N2CC(C(=O)NCCC3=CCCCC3)CC2=O)cc1 (stereo not drawn) | -10.6 | 21.0 | -0.8 | 0.6 | 3.6 | -5.7[fluorescence artefact?] | 6.3 | -1.3 | -1.7
O=C(NN1C(=O)c2ccccc2NC1c1ccco1)c1ccccc1 (stereo not drawn) | 19.2 | 2.1 | 29.4 | 0.9 | -0.7 | -14.5 | -122.6 | -3.0 | 2.6
O=C(Cn1c(=O)n(Cc2ccco2)c(=O)c2ccccc21)Nc1cccc(Cl)c1 | -12.3 | 16.8 | 4.0 | -1.2 | -6.5 | 0.2 | -11.8 | 3.7 | 0.2
C=CCNC(=O)c1onc(CSc2ccc(F)cc2)c1C(=O)NCCOC | -0.2 | 6.4 | -14.0 | 0.8 | 0.7 | -9.2 | 22.2 | -2.1 | -2.8
CN(C)S(=O)(=O)c1ccc(C(=O)OCC(=O)NCc2ccccc2)cc1 | 23.5 | 2.4 | 4.1 | 2.3 | 13.4 | 11.9 | -27.6 | 3.8 | 1.4
CCN(CC)c1ccc(NC(=O)C2CCC(CNc3c(N4CCCC4)c(=O)c3=O)CC2)c(C)c1 (stereo not drawn) | 18.5 | 7.0 | 15.6 | 0.7 | 13.2 | -1.5 | 2.1 | -6.3 | 8.5
CCN(CC)c1ccc(C2C(C(=O)OCCOC)=C(C)NC3=C2C(=O)CCC3)cc1 (stereo not drawn) | 14.8 | 18.1 | -3.3 | -0.2 | 2.2 | -18.3 | -163.3 | -7.9 | 6.1
COc1c(Cl)cc(Cl)cc1CNCCNCC(C)O (stereo not drawn) | 0.1 | · | -0.5 | 0.0 | -0.8 | 8.7 | -0.5 | 0.2 | 1.6
COc1ccc(CNS(=O)(=O)NCc2ccccc2)cc1 | 7.6 | 15.8 | -5.3 | 3.8 | 19.2 | 1.7 | -33.0 | -1.8 | -2.0
O=C(NCCN1CCCCC1)c1c(O)c2ccccc2[nH]c1=O | -14.9 | 8.1 | 0.4 | 3.4 | 1.8 | -0.7 | 23.2 | -26.0 | -2.1
CCOCCCn1c(SCC(=O)Nc2ccc(C(N)=O)cc2)nc2ccccc2c1=O | -5.5 | 10.4 | 0.6 | -0.2 | 0.5 | -12.7 | 15.8 | -4.0 | -2.7
Cc1cc(NC(=O)/C=C/c2cccc(Cl)c2)n(-c2nc3ccccc3[nH]2)n1 | 1.1 | 16.4 | 8.0 | 0.1 | 3.6 | 4.1 | -68.1 | -14.3 | -6.1
COc1ccc(S(=O)(=O)N2CCC(C(N)=O)CC2)c2ccccc12 | -7.2 | 8.2 | 13.7 | 0.3 | 1.4 | -4.5 | 4.9 | 3.2 | -3.0
Cc1ccc(-n2nnnc2SCc2ccccn2)cc1C | -0.8 | · | · | -0.6 | -21.6 | -4.5 | 22.4 | 27.0 | -2.4
O=C(NCc1csc(-c2cccs2)n1)C1CCC1 | -13.9 | 13.4 | -10.2 | 0.7 | 3.5 | -0.6 | -25.8 | -28.8 | -1.5
CCCOc1ccc(C(=O)Nc2ccc(S(=O)(=O)Nc3cc(C)nc(C)n3)cc2)cc1 | -35.7 | 12.6 | 3.8 | -0.3 | 3.0 | -6.9 | -17.6 | -11.2 | -2.3
